# High-throughput results from PubChem.
# MC4R ag barr = agonists of human melanocortin 4 receptor (MC4R) beta-arrestin; U2OS MC4R beta-arrestin complementation, luminescence; percent of melanotan II response, DMSO zero; activation, % at 8.9 µM; hit rate 0.98% among 360,000;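 active = activation above a per-plate cutoff, the mean activation of sample wells on that plate plus 3 SD, cut at about 8% in these data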
# ABHD5 PLIN5 PPI = inhibitors of human ABHD5-perilipin-5 interaction; inhibition, % at 4 µM; Split G. princeps luciferase complementation, luminescence, 4 h; hit rate 0.78% among 360,000;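 active = inhibition above the mean inhibition across every tested compound plus 3 SD, cut at about 22% in these data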;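 note: 0% = DMSO only wells and the 100% control is not disclosed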
# TLR9-MyD88 inh = inhibitors of human TLR9-MyD88 binding; Q9NR96+Q99836; hit rate 0.21% among 340,000; inhibition, % at 4.98 µM; CHO BLA complementation TLR9-MyD88, CCF4 FRET ratio;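 active = inhibition above the mean over all tested compounds plus 3 SD, cut at about 21% in these data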;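 note: 0% = DMSO only wells and 100% = clavulanate BLA inhibitor control wells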
# MC4R antag cAMP = blocks human MC4R cAMP signaling; hit rate 0.48% among 360,000; P32245; inhibition, % at 6.5 µM; MC4R-expressing cells, MTII-stimulated cAMP, LANCE TR-FRET;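 active = inhibition above its plate's cutoff, the mean of tested wells on that plate plus 3 SD, cut at about 29% in these data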;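 note: 0% = Melanotan II alone and 100% = Melanotan II plus saturating MCL0020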
#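 Assay system: human MC4R-expressing U2OS cells; reagent: Melanotan II stimulation of cells; dosing: 6.5 µM single dose; timing: compound 30 min, challenge 1 h, detection 1 h; signal: TR-FRET cAMP assay; replicates: one well per compound, no replicates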
# EBV LMP1 NFkB = inhibitors of Epstein-Barr LMP1-induced NF-kappaB reporter; hit rate 0.69% among 350,000; LMP1-induced NF-kappaB luciferase reporter cells, luminescence; AID 504558; inhibition, % at 12.5 µM; in the data active = inhibition above about 41%;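 note: 0% = neutral control wells and 100% = reference inhibitor control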
# NCOA1 inh = inhibits human SRC1 coactivator. Q15788. HEK293 GAL4-SRC1 luciferase reporter, luminescence. inhibition, % at 3.6 µM. hit rate 0.12% among 360,000. AID 588354;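 active = inhibition above the campaign mean plus 3 SD, with each screening campaign given its own cutoff, cut at about 60% in these data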;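 note: 0% = DMSO treated cells and 100% = gossypol at 36 µM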
# Target sequence (Q15788 whole entry, looked up, the tested form may be a part): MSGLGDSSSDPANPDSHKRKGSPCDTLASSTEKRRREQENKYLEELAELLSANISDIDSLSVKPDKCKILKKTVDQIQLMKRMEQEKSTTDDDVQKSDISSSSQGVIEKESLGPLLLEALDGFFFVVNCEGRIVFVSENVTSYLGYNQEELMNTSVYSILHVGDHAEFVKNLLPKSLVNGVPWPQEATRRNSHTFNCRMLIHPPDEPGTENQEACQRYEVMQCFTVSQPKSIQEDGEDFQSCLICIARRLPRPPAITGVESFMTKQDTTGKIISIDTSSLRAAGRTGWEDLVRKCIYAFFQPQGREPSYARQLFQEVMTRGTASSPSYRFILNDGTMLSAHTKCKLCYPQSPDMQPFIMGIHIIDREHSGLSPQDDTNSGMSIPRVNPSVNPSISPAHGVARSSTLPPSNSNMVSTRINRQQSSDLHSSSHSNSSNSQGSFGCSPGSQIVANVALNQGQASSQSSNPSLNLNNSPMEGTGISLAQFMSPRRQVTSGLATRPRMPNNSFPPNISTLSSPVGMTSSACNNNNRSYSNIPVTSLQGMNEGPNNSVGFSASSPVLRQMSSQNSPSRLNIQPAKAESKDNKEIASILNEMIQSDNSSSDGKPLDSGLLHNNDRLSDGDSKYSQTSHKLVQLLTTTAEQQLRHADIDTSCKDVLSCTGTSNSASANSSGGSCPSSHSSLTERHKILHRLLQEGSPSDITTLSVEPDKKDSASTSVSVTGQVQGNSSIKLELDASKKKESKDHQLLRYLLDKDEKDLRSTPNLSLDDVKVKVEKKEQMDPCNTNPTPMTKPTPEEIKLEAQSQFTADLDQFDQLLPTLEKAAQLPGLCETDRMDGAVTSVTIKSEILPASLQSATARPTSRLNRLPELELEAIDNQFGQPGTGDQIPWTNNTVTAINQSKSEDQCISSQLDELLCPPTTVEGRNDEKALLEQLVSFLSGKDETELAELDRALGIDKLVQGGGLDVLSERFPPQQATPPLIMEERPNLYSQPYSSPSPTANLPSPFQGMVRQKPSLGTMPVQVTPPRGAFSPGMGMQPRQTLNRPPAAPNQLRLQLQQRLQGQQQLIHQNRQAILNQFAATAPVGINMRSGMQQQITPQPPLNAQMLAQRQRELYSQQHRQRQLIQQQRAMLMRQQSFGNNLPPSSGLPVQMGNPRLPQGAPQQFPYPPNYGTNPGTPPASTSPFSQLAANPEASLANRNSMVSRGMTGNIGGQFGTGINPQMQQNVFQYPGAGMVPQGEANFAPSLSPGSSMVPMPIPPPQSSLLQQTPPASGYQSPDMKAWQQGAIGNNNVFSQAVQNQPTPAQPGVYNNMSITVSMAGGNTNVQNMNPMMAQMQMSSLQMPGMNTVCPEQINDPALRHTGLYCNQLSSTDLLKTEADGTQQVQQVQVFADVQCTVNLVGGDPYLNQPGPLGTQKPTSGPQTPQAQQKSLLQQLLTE
# NR5A2 inv ag = suppresses constitutive activity of human LRH-1; hit rate 0.13% among 360,000; HEK293T StAR-luciferase reporter, LRH-1 transfected, 24 h; O00482; inhibition, % at 3.6 µM;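 active = inhibition above the mean inhibition of all tested compounds plus 3 SD, cut at about 73% in these data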;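 note: 0% = DMSO wells and 100% = reporter-only cells lacking LRH-1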
# NCOA3 inh = inhibits human SRC3 coactivator | Q9Y6Q9 | HEK293 GAL4-SRC3 luciferase reporter, luminescence | inhibition, % at 3.6 µM | hit rate 0.17% among 360,000 | AID 588352;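 active = inhibition above a per-campaign cutoff, the mean of all compounds plus 3 SD, cut at about 60% in these data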;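 note: 0% = DMSO-treated cells and 100% = gossypol-treated cells at 36 µM; higher means less SRC3-driven luciferase light from the GAL4 reporter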
# NR2F2 inh = inhibitors of human COUP-TFII (NR2F2); inhibition, % at 8.6 µM; P24468; hit rate 0.7% among 370,000; HEK293T NGFI-A luciferase reporter, luminescence;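 active = inhibition above a per-plate cutoff, mean inhibition of test wells between control levels plus 3 SD, cut at about 38% in these data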;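 note: cells cotransfected with COUP-TFII expression vector driving the NGFI-A reporter; 0% = median of COUP-TF2 test wells and 100% = reporter-only cells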
# NOD2-RIPK2 inh = NOD2-RIPK2 protein interaction inhibition. O43353. CHO BLA complementation NOD2-RIPK2, CCF4 ratio. inhibition, % at 4.98 µM. hit rate 0.38% among 360,000. AID 624267; in the data active = inhibition above about 21%;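 note: 0% = vehicle only and 100% = reference blocker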
# NCOA2 inhibitor = human SRC2 (NCOA2) inhibition; Q15596; HEK293 GAL4-SRC2 luciferase reporter, luminescence; inhibition, % at 9 µM; hit rate 0.17% among 370,000;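 active = inhibition above the mean inhibition of all tested compounds plus 3 SD, set per campaign, cut at about 52% in these data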;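 note: 0% = DMSO treated cells and 100% = cells given Gossypol at 36 µM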
# Active calls of the source: *; · = no result given. These rows are one share of the data, so the mix of outcomes need not match the whole.
# Sequence of screens – MC4R ag barr	ABHD5 PLIN5 PPI	TLR9-MyD88 inh	MC4R antag cAMP	EBV LMP1 NFkB	NCOA1 inh	NR5A2 inv ag	NCOA3 inh	NR2F2 inh	NOD2-RIPK2 inh	NCOA2 inhibitor
Cc1[nH]nc2c1C(c1ccc(-c3ccc(Cl)cc3)o1)C(C#N)=C(N)O2 (configuration not stated)
→ -3.0	28*	-4	3	-12	-8	-17	22	-10	5	-22
Cc1occc1-c1nnc(SCC(=O)NCCc2ccccc2)n1Cc1ccccc1
→ -2.4	-1	-4	4	-6	-13	-5	7	-12	7	-15
CCC(=O)Nc1ccc(NC(=O)c2cc3ccccc3o2)cc1
→ -2.2	0	-5	14	-9	-43	-36	-68	-23	-13	-39
CCC(=O)N1CCc2cc(S(=O)(=O)NC(C(=O)N3CCN(c4ccc(F)cc4)CC3)C(C)C)ccc21 (configuration not stated)
→ -1.7	-5	6	-1	16	7	1	-5	-7	2	-2
COC(=O)C(C)N(c1ccc(C)cc1)S(=O)(=O)c1c(C)[nH]c(=O)[nH]c1=O (configuration not stated)
→ -0.7	12	9	3	1	3	4	1	9	2	-6
Cc1ccc2nc3ccc(N4CCCCCCC4)nn3c(=O)c2c1
→ -0.7	1	-5	-26	-42	-74	-116	-75	-26	-8	-28
Cc1cc(=O)[nH]c(N/N=C/c2c[nH]c3ccccc23)n1
→ -1.3	3	-14	5	-12	-23	12	4	-5	-6	-29
COc1ccc(-c2csc(-c3cccs3)n2)cc1OC
→ -0.9	5	-5	1	-25	-64	-113	-71	-50	5	-106
Cc1cc(NC(=O)CCC(=O)N(c2ccccc2)C(C(=O)NC2CCCC2)c2ccc(F)cc2)no1 (configuration not stated)
→ 0.5	-3	2	9	-2	7	14	-19	-1	-6	-7
Cc1c(Cl)cccc1-n1c(SCC(=O)NCc2ccccc2Cl)nnc1-c1ccncc1
→ -0.5	-3	-2	22	-9	13	-2	8	0	6	-3

# Molecules above with fluorine:
# Sequence of screens – MC4R ag barr	ABHD5 PLIN5 PPI	TLR9-MyD88 inh	MC4R antag cAMP	EBV LMP1 NFkB	NCOA1 inh	NR5A2 inv ag	NCOA3 inh	NR2F2 inh	NOD2-RIPK2 inh	NCOA2 inhibitor
CCC(=O)N1CCc2cc(S(=O)(=O)NC(C(=O)N3CCN(c4ccc(F)cc4)CC3)C(C)C)ccc21 (configuration not stated)
→ -1.7	-5	6	-1	16	7	1	-5	-7	2	-2
Cc1cc(NC(=O)CCC(=O)N(c2ccccc2)C(C(=O)NC2CCCC2)c2ccc(F)cc2)no1 (configuration not stated)
→ 0.5	-3	2	9	-2	7	14	-19	-1	-6	-7

# Back to the main list, starting 2 compounds before the break.
# Sequence of screens – MC4R ag barr	ABHD5 PLIN5 PPI	TLR9-MyD88 inh	MC4R antag cAMP	EBV LMP1 NFkB	NCOA1 inh	NR5A2 inv ag	NCOA3 inh	NR2F2 inh	NOD2-RIPK2 inh	NCOA2 inhibitor
Cc1cc(NC(=O)CCC(=O)N(c2ccccc2)C(C(=O)NC2CCCC2)c2ccc(F)cc2)no1 (configuration not stated)
→ 0.5	-3	2	9	-2	7	14	-19	-1	-6	-7
Cc1c(Cl)cccc1-n1c(SCC(=O)NCc2ccccc2Cl)nnc1-c1ccncc1
→ -0.5	-3	-2	22	-9	13	-2	8	0	6	-3
Cc1ccc(N2CCN(S(=O)(=O)c3c(C)nc4sccn4c3=O)CC2C)cc1 (configuration not stated)
→ 0.3	-7	·	0	·	14	13	7	8	7	16
Cc1cc(S(=O)(=O)Nc2ccc(C(=O)NCC(c3ccco3)N(C)C)cc2)ccc1F (configuration not stated)
→ -2.7	4	2	-3	-1	5	-10	0	-8	-7	1
COc1cc(OC)c(C2C(C#N)=C(N)Oc3cc(C)n(CCCN4CCOCC4)c(=O)c32)cc1OC (configuration not stated)
→ -1.3	-3	-6	-1	1	-3	0	0	23	-1	-4
COc1ccc(-n2nnnc2C(c2cccs2)N2CCN(C/C=C/c3ccccc3)CC2)cc1 (configuration not stated)
→ ·	2	·	·	·	11	7	10	-13	1	-4
COc1ccc(NC(=O)C2CCN(c3cnccn3)CC2)cc1OC
→ -2.6	6	0	7	-2	5	16	-3	4	1	9
Cc1cc(C)nc(N2CCCC(C(=O)Nc3ccc4c(c3)OCCO4)C2)n1 (configuration not stated)
→ -1.1	3	-11	3	4	12	-22	-13	12	-10	14
CCOC(=O)C(=CNc1nc(-c2ccc3ccccc3c2)cs1)C(=O)OCC
→ -1.5	5	-7	7	-12	-52	-101	-58	-24	-7	-35
CCOCCCNC(=O)c1cc(Sc2nnc(C)s2)nc2ccccc12
→ -0.1	-3	-5	9	9	-14	2	10	-14	-4	-29
CNc1snc(C)c1C(=O)OC(C)C(=O)Nc1ccc(F)cc1 (configuration not stated)
→ -1.6	-6	2	0	0	-3	8	-16	17	-8	-14
COCCNc1nc2cc(-c3cccc(Cl)c3)sc2c(=O)n1C
→ -0.9	5	·	3	·	13	-1	-24	-7	-10	-5
O=C(O)CCN(CC(=O)c1ccc(Cl)cc1)S(=O)(=O)c1ccc([N+](=O)[O-])cc1
→ -0.5	-3	-11	13	1	4	-22	-11	3	7	-19
COc1ccc(C(CNC(=O)C(C)Sc2ccccc2)N2CCOCC2)cc1 (configuration not stated)
→ -0.1	-4	-10	-1	-14	-2	0	-3	11	-8	3
O=C1c2cccc(OCC(=O)N3CCCc4ccccc43)c2CCN1Cc1ccc(Br)cc1
→ -2.1	7	5	5	15	-12	19	7	8	-11	20
CCn1c(CNC(=O)c2cccs2)nnc1SCC(=O)Nc1cc(Cl)ccc1C
→ -2.0	8	-1	10	4	10	2	3	0	-4	-10
COc1cc(CC(=O)NCCc2ccc(OCc3ccccc3)cc2)c([N+](=O)[O-])cc1OC
→ 12*	-3	-14	2	6	-17	-37	-17	12	-3	-23
C=C1[C@@H](O)[C@H](Cc2ccccc2)N(Cc2ccccc2Br)S1(=O)=O
→ 1.8	13	3	0	-12	12	14	11	3	4	24
COc1ccc(OC)c(CCNC(=O)c2ccc(NC3=NC4CS(=O)(=O)CC4S3)cc2)c1 (configuration not stated)
→ 0.1	-3	-5	1	-7	0	13	14	-4	-21	-16
CCOc1ccc(S(=O)(=O)NCCC(=O)OC(C)C(=O)N2CCc3ccccc32)cc1 (configuration not stated)
→ -1.3	-8	-5	-6	3	0	14	17	21	-7	12
COc1ccc(NC(=O)CN(C)C(=O)Cc2ccc3c(c2)OCCO3)cc1
→ 0.1	-9	-8	3	3	6	-7	-2	-12	9	-21
O=C(CC(c1ccccc1)c1ccccc1O)N1CCCC1 (configuration not stated)
→ -0.1	3	4	6	-5	-12	-11	-6	9	-3	1

# Entries of single compounds, looked up by structure:
# `O=C(CC(c1ccccc1)c1ccccc1O)N1CCCC1` (configuration not stated) as listed: MC4R ag barr = -0.1; ABHD5 PLIN5 PPI = 3; TLR9-MyD88 inh = 4; MC4R antag cAMP = 6; EBV LMP1 NFkB = -5; NCOA1 inh = -12; NR5A2 inv ag = -11; NCOA3 inh = -6; NR2F2 inh = 9; NOD2-RIPK2 inh = -3; NCOA2 inhibitor = 1
# `Cc1cc(=O)[nH]c(N/N=C/c2c[nH]c3ccccc23)n1` as listed: MC4R ag barr = -1.3; ABHD5 PLIN5 PPI = 3; TLR9-MyD88 inh = -14; MC4R antag cAMP = 5; EBV LMP1 NFkB = -12; NCOA1 inh = -23; NR5A2 inv ag = 12; NCOA3 inh = 4; NR2F2 inh = -5; NOD2-RIPK2 inh = -6; NCOA2 inhibitor = -29

# Next entries:
# Sequence of screens – MC4R ag barr	ABHD5 PLIN5 PPI	TLR9-MyD88 inh	MC4R antag cAMP	EBV LMP1 NFkB	NCOA1 inh	NR5A2 inv ag	NCOA3 inh	NR2F2 inh	NOD2-RIPK2 inh	NCOA2 inhibitor
Cc1cccc2nc(-c3ccccc3)nc(N3CCC(O)(c4ccc(Cl)cc4)CC3)c12
→ 1.4	-16	-3	7	11	24	17	17	12	2	21
O=[N+]([O-])c1cc(/C=N/N2CCN(Cc3ccccc3)CC2)ccc1Cl
→ 1.5	-7	-11	2	3	-11	29	-1	·	0	·
CCC1CSC(Nc2ccc(C(=O)/C=C/c3ccc(Br)cc3)cc2)=N1 (configuration not stated)
→ 0.4	24*	-2	-9	4	-16	-26	6	9	2	-2
COC(=O)c1ccc(Cl)c(NC(=O)CN(c2ccc3c(c2)OCO3)S(C)(=O)=O)c1
→ -1.8	-4	0	2	-10	-5	17	7	-4	-5	10
CC1CCCCN1S(=O)(=O)c1ccc(NC(=O)c2cccs2)cc1 (configuration not stated)
→ -2.9	-6	1	1	-15	-7	15	21	6	5	-7
NNC(=O)C(=O)Nc1ccc(Cl)c(Cl)c1
→ 1.4	0	·	7	·	-14	-4	7	-19	0	3
COCCn1c(-c2ccc(NC(C)=O)cc2)nc2c1c(=O)[nH]c(=O)n2CC(C)C
→ -0.8	-1	4	0	-3	7	-9	1	-8	-6	-1
CN(C)N1C(N)=C(C#N)C(c2cccc(Cl)c2)C2=C1CCCC2=O (configuration not stated)
→ -0.8	-4	-10	1	1	17	-21	-7	-26	-8	7
CCOc1ccccc1/C=C/c1onc(C)c1S(=O)(=O)N1CCC(C(=O)N(CC)CC)CC1
→ -1.9	5	3	2	60*	6	17	34	10	-1	-3
O=C(CCC1N=C2c3ccccc3N=C(SCc3ccc(Cl)cc3)N2C1=O)NCc1ccco1 (configuration not stated)
→ 1.1	17	3	7	-3	-4	-12	-5	2	0	-32
CCSc1nnc(NC(=O)c2ccc3ccccc3n2)s1
→ -1.4	-4	-3	5	-20	-87	-155	-91	-23	-12	-41
COc1ccc(OC)c(NC(=O)CNC(=O)c2cccs2)c1
→ -1.1	6	-3	14	-3	-29	-13	9	13	2	7
C=CCn1c(SCC(=O)N2CC(C)OC(C)C2)nnc1-c1ccncc1 (configuration not stated)
→ -1.3	12	0	0	7	-1	-1	-16	-24	-6	-3
Cc1nn(-c2ccccc2)c(Cl)c1C(=O)Nc1nnc(C2CCCCC2)s1
→ -0.8	-4	1	4	8	7	-9	17	21	-3	9
COc1cc(NC(=O)C2CCCN(S(=O)(=O)c3ccc4c(c3)oc(=O)n4C)C2)cc(OC)c1 (configuration not stated)
→ -0.2	-8	3	-5	4	-6	-4	-39	6	-13	-3
Cc1noc(C)c1COc1ccc(C(=O)OCC(=O)NC23CC4CC(CC(C4)C2)C3)cc1
→ -0.1	6	-1	5	3	-32	-3	0	-21	-5	-6
Cc1ccc(OC(C)C(=O)Nc2ncc(Cl)cc2Cl)c([N+](=O)[O-])n1 (configuration not stated)
→ -0.9	-3	-11	-2	11	-12	-17	-5	-3	-1	-11
CCCC(c1nnnn1C(C)(C)CC)N1CCN(C(=O)c2ccco2)CC1 (configuration not stated)
→ -0.9	6	2	-5	8	-1	32	8	12	-6	13
COc1ccc(NS(=O)(=O)c2ccc(NC(C)=O)cc2)nn1
→ 0.6	0	·	1	·	4	7	16	8	2	15
